HCMV inh: human cytomegalovirus inhibition; HFF cells, HCMV-luciferase reporter, 72 h; hits give low values; 410,000 tested, 4.5% active; activity change, negative = inhibition, % at 57.5 µM; AID 1259415; in the data active means activity change below about -60%; inconclusive means no clear call, values can overlap the other calls; inactive means above about -39%
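HFF cells seeded 16 h at 37C, treated with compounds, infected with luciferase-reporter HCMV at MOI 1 PFU/cell; luciferase read at 72 h post infection, normalized to buffer-only and Salinomycin controls.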
TbPYK inhibitor: blocks Trypanosoma brucei pyruvate kinase | TbPYK enzyme, Kinase-Glo Plus ATP luminescence, 45 min | Q57TT1 | Potency, µM (series often up to 76.8 µM), without a hit: at the highest dose activity, negative = inhibition, most hits filed as inhibitors | 410,000 tested, 0.12% active; further: potency means the concentration at half of the fitted maximal effect; nearly all actives have a fitted effect of over 50% in size
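Assay buffer: 50 mM TEA pH 7.2, 100 mM KCl, 10 mM MgCl2, 0.05% BSA, 0.01% Tween-20. Pyruvate kinase from T. brucei plus substrate met compound, then ADP (130 uM final). Luminescence was read post 45 min RT.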
AmpC inh detg: inhibitors of E. coli AmpC beta-lactamase with detergent; Potency, µM (top dose mostly 114 µM), for inactives: at the top dose activity change, negative = inhibition, actives largely listed as inhibitors; P00811; AID 485294; 370,000 tested, 0.041% active; AmpC hydrolysis of nitrocefin, absorbance 480 nm, 0.01% Triton;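 further: potency means the concentration at half of the fitted maximal effect; 0% = no-compound wells and -100% = no-enzyme wells; nearly all actives have a fitted effect of over 25% in size; some results filed as inactive show a strong effect at the top dose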
Target sequence (P00811 whole entry, looked up): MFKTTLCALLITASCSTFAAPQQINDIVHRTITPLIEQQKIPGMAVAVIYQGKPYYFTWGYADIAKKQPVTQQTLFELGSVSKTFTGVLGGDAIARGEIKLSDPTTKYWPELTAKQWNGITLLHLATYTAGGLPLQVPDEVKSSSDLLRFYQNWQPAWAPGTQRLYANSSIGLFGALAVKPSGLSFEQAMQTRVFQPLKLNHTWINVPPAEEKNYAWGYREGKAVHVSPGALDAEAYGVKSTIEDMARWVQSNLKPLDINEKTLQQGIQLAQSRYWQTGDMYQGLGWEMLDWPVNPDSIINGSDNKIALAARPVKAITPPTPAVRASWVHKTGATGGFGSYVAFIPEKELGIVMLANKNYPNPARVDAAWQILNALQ
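AmpC (5.3 nM in the dispensed reagent) in 20 mM phosphate pH 7.0 with 0.01% (detergent screen) or 0.0001% Triton X-100 was preincubated with compounds for 15 min at room temperature. Nitrocefin was then added from an 800 uM solution, and hydrolysis was followed at 480 nm.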
Sm TGR inh: blocks Schistosoma mansoni thioredoxin glutathione reductase; Q962Y6; purified TGR, DTNB reduction, TNB absorbance 405 nm; Potency, µM (top dose mostly 114 µM), for inactives: at the top dose activity change, negative = inhibition, hits mostly inhibitors; 360,000 tested, 3% active; AID 485364; further: potency means the concentration at half of the fitted maximal effect; nearly all actives have a fitted effect of over 60% in size
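Kinetic colorimetric format: TGR-catalysed, NADPH-driven DTNB reduction monitored via TNB absorbance. Enzyme dispensed at 20 nM; compound exposure 15 min at room temperature before reaction start.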
AmpC no deterg: AmpC beta-lactamase inhibition without detergent | AmpC nitrocefin hydrolysis, absorbance 480 nm, 0.0001% Triton | Potency, µM (top dose mostly 57.1 µM), without a hit: at the highest dose activity change, negative = inhibition, hits mostly inhibitors | 330,000 tested, 0.52% active | AID 485341 | P00811;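 further: potency means the concentration at half of the fitted maximal effect; plate controls were no compound for no effect and no enzyme for full effect; nearly all actives have a fitted effect of over 20% in size; some results filed as inactive show a strong effect at the top dose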
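AmpC (5.3 nM in the dispensed reagent) in 20 mM phosphate pH 7.0 with 0.01% (detergent screen) or 0.0001% Triton X-100 was preincubated with compounds for 15 min at room temperature. Nitrocefin was then added from an 800 uM solution, and hydrolysis was followed at 480 nm.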
AMA1-RON2 inh: AMA1-RON2 (P. falciparum) interaction inhibition; AlphaScreen AMA1-biotinylated RON2 peptide binding; Potency, µM (titrated, usually from 58.2 µM), inactives show at the top dose activity change, negative = inhibition, usual class: inhibitors; 360,000 tested, 0.2% active;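 further: potency means the concentration at half of the fitted maximal effect; 0% = vehicle wells and -100% = peptide control; nearly all actives have a fitted effect of over 45% in size; some results filed as inactive show a strong effect at the top dose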
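AMA1 (3D7) with his tag at 25 nM final met compounds first, then biotinylated RON2 peptide at 25 nM; detection used donor plus acceptor beads, 10 µg/mL apiece, read by AlphaScreen after 30 min at room temperature.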
LmPK inh: LmPK (Leishmania mexicana) enzyme inhibition; AID 1721; Potency, µM (series often up to 57.5 µM), for the others: top-dose activity change, negative = inhibition, actives largely listed as inhibitors; purified LmPK, Kinase-Glo ATP luminescence, 1 h; 290,000 tested, 0.37% active; Q27686; further: potency means the concentration at half of the fitted maximal effect
Target sequence (Q27686 whole entry, looked up): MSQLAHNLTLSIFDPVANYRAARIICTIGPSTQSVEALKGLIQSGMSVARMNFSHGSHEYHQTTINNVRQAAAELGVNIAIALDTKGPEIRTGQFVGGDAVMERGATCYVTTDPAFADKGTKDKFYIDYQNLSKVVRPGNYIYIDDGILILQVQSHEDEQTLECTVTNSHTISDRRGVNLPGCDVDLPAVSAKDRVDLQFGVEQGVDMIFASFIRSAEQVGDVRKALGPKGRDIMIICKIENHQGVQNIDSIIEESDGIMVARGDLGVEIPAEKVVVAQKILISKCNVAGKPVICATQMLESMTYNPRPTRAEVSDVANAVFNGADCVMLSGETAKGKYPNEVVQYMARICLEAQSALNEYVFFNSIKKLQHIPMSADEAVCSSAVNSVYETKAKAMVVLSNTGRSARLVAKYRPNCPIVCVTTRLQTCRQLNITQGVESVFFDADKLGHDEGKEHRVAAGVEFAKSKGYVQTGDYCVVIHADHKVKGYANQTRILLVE
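In 50 mM imidazole pH 7.2 with 7 mM MgCl2, LmPK (0.1 nM) turned over PEP (0.5 mM) and ADP (0.1 mM) for 1 h at room temperature. Luciferase read-out of ATP.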
The depositor's hits bear a star; ? = inconclusive; . = no result given; [ ] = remark or other dose. Unless noted, the call rests on the fitted dose curve; in most records, active means well fitted curve in the direction sought with a large enough effect; inconclusive means small, poorly fitted or top-dose-only effect, or another doubt; inactive means no such curve, though single readings can be large; an effect the other way counts as inactive or inconclusive. Unless noted, on the % scale 0 is the no-effect control and ±100 the full control effect.

A first look, 4 compounds:
SMILES | HCMV inh | TbPYK inhibitor | AmpC inh detg | Sm TGR inh | AmpC no deterg | AMA1-RON2 inh | LmPK inh
Cc1ccccc1CO/N=C/c1[nH]ncc1Br | -7 | -10% | -3% | 2% | -23% | -2% | 8%
COc1cc(C(O)c2nc(-c3cnn(C)c3)cs2)ccc1F (stereo unspecified) | 23 | 1% | . | . | . | 0% | .
CCc1ccccc1OCC(=O)N1CCN(c2ncccn2)CC1 | ? | 2% | -14% | -10% | 19% | 17% | .
CC(=O)N1CCN(S(=O)(=O)c2cccc(C(=O)NNC(=O)COc3c(C)cccc3C)c2)CC1 | -9 | 0% | . | . | -8% | 62%[activator] | .

This part in full, previewed entries included:
SMILES | HCMV inh | TbPYK inhibitor | AmpC inh detg | Sm TGR inh | AmpC no deterg | AMA1-RON2 inh | LmPK inh
Cc1ccccc1CO/N=C/c1[nH]ncc1Br | -7 | -10% | -3% | 2% | -23% | -2% | 8%
COc1cc(C(O)c2nc(-c3cnn(C)c3)cs2)ccc1F (stereo unspecified) | 23 | 1% | . | . | . | 0% | .
CCc1ccccc1OCC(=O)N1CCN(c2ncccn2)CC1 | ? | 2% | -14% | -10% | 19% | 17% | .
CC(=O)N1CCN(S(=O)(=O)c2cccc(C(=O)NNC(=O)COc3c(C)cccc3C)c2)CC1 | -9 | 0% | . | . | -8% | 62%[activator] | .
Clc1ccc(C(c2nnnn2C2CCCC2)N2CCN(Cc3ccncc3)CC2)cc1 (stereo unspecified) | -21 | 2% | ? | 0% | 180%[activator] | -11% | 3%
CCN(C(=O)COC(=O)/C(=C/c1ccccc1)n1nnnc1C)C1CCCCC1 | ? | 4% | ? | -23% | 44% | 10% | .
OCC1OC2C(NC(=S)N2c2ccccc2)C(O)C1O (stereo unspecified) | -6 | -3% | . | . | . | 2% | .
COc1cccc(/C=N/N2C(=O)NC3(CCCCC3)C2=O)c1O | 27 | -11% | 3% | 0% | -16% | 100%[activator] | -17%
C[C@H](CO)N1C[C@H](C)[C@@H](CN(C)C(=O)NC2CCCCC2)Oc2ccc(NC(=O)C3CC3)cc2C1=O | -6 | 0% | . | . | . | 6% | .
Cc1cc(C)cc(NC(=O)c2c(C)oc3nc(C)nc(N4CCCC4)c23)c1 | ? | 2% | 17% | 5% | . | . | .
Cn1c(SCC(=O)N/N=C/c2cccs2)nc2ccccc21 | -9 | 3% | 4% | 2% | -31% | 12% | -3%
C=CC#CC1(O)CC(C)N(C)CC1C (stereo unspecified) | -29 | 1% | 1% | 0% | 38% | 3% | 2%
O=C(O)c1cccc2[nH]c(C(F)(F)F)nc12 | 1 | -12% | ? | 8% | -15% | 7% | -4%
CCOC(=O)Cn1cnc2c(cnn2-c2ccc(C)c(C)c2)c1=O | 56 | 3% | 22% | -3% | . | . | .
CCOC(=O)c1c(C)n(S(=O)(=O)c2ccc(C)cc2)c2ccc(NS(=O)(=O)c3ccc(C)cc3)cc12 | 23 | 2% | 10% | 6% | . | . | .
Cc1cccc(NC(=O)COC(=O)[C@@H]2CCCN2C(=O)c2cccs2)c1 | 15 | 1% | . | . | 0% | 14% | .
N#CCc1ccc(NS(=O)(=O)c2ccc(N3CCCC3=O)cc2)cc1 | -31 | 0% | ? | 2% | -15% | -7% | -3%
COc1cc(C(=O)Nc2ccc(N3CCCS3(=O)=O)cc2)c([N+](=O)[O-])cc1OC | 0 | 5% | -14% | -11% | -39% | 3% | .
Cc1cccn2c(=O)c(C=O)c(Cl)nc12 | -88* | -2% | 1% | 6.3µM* | -11% | 0% | 5%
Cc1[nH]nc(S(=O)CC(=O)O)c1[N+](=O)[O-] (stereo unspecified) | -4 | 3% | -4% | -12% | -5% | 7% | 2%
CCCSC1=C(C#N)C(c2ccccc2C)C(C(=O)OC)C(=O)N1 (stereo unspecified) | -10 | -7% | ? | -5% | -37% | 5% | -6%
CCCCn1c(O)c(C=NC2CCCCC2N)c(=O)[nH]c1=O (stereo unspecified) | 14 | -13% | 1% | -17% | -12% | 109%[activator] | -1%
COC(=O)c1c(NC(=O)Cc2ccccc2)sc2c1C(C(=O)OC)CC2 (stereo unspecified) | -30 | -8% | -11% | -1% | 45% | -8% | 3%
COc1ccc(NC(=O)ON=C2c3ccccc3-c3ccccc32)cc1 | 65 | 0% | -14% | -5% | -44% | -2% | -4%
O=S(=O)(c1ccccc1)[C@@]1(c2ccccc2)C[C@@H]2ON=C(c3cccc(Br)c3)[C@@H]2C1 | 12 | -1% | 1% | -10% | -23% | -1% | .
CC(C)C(NC(=O)C12CC3CC(CC(C3)C1)C2)C(=O)NC1=NCCS1 (stereo unspecified) | . | . | 1% | -2% | -19% | . | 2%
COc1ccc(NC(=O)CN(C)CC(=O)N(CC(C)C)c2c(N)n(CC(C)C)c(=O)[nH]c2=O)cc1 | -16 | 3% | . | . | 8% | 16% | .
CC(C)(C)NC(=O)NC(=O)COC(=O)Cc1c(F)cccc1Cl | 9 | 1% | 1% | -5% | -18% | -8% | 1%
c1cn2c(-c3ccoc3)cncc2n1 | 8 | -4% | . | . | . | -20% | .
CCn1c(=O)c2cc(C(=O)N(C)c3ccccc3F)sc2c2ccccc21 | ? | 1% | 9% | 0% | -8% | -7% | 5%
CCC(C)NC(=O)CCc1nc2ccccc2n1-c1ccccc1 (stereo unspecified) | ? | -16% | ? | 5% | 18% | -1% | -2%
Cc1cc(C)c2nc(NC(=O)c3ccc4c(c3)OCO4)sc2c1 | -16 | -19% | -6% | 7% | -13% | -3% | -3%
Cc1nc2ccccc2n1CC(=O)NC(C)C1CC2CCC1C2 (stereo unspecified) | -65* | 1% | -4% | . | 42% | -13% | 2%
Cc1ccc(CCNC(=O)c2oc(=O)c3ccccc3c2-c2ccc(C)cc2)cc1 | -22 | -3% | 4% | 10% | . | . | .
Cc1ccc(-c2nc(N)sc2-c2ccc(C)cc2)cc1 | -32 | 1% | 1% | 7% | -26% | -23% | 3%
N=c1n(CCCOc2ccc(F)cc2)c2ccccc2n1CC(N)=O | -29 | 0% | 7% | 13% | -5% | 3% | -2%
COc1ccc(S(=O)(=O)CCC(=O)Nc2cccc(OC)c2)cc1 | . | . | 9% | 1% | 4% | . | 12%
COc1ccc(OCC(=O)Nc2sc3c(c2C(=O)NCC2CCCO2)CCC3)cc1 (stereo unspecified) | -34 | -2% | -3% | -30% | -1% | 0% | 3%
CCS(=O)(=O)N1CCC(NC(=O)c2ccco2)CC1 | 1 | 0% | ? | 3% | -13% | 20% | -2%
COc1ccc(Cl)c2c1[nH]c1nc(SCc3cccnc3)nnc12 | -35 | 1% | -8% | 9% | -13% | -2% | 8%
Cc1ccc(S(=O)(=O)Nc2ncnc3ccccc23)cc1 | -18 | 1% | 4% | -13% | -38% | 20% | -4%
Cc1cccc(Cn2c(=O)n(CC3CCC(C(=O)NC(C)C)CC3)c(=O)c3sccc32)c1 (stereo unspecified) | -14 | -2% | -8% | -3% | . | . | .
C#Cc1cccc(C(=O)N2CCCC(Nc3cccc(F)c3)C2)c1 (stereo unspecified) | -3 | 0% | 3% | -10% | 6% | -8% | -15%
COC(=O)c1cc(C(=O)Nn2cnnc2)cc([N+](=O)[O-])c1 | 100 | 3% | -8% | -17% | -32% | -8% | -4%
C[C@]12CC[C@H](O)CC1=CCC1C2CC[C@@]2(C)C1CCC21OCCO1 (stereo partly specified) | 15 | 1% | . | . | -9% | -1% | .
CCCC(=O)O[C@@H]1C[C@@H](C)N(C(=O)c2ccccc2)c2ccc(C)cc21 | -21 | -1% | -3% | -2% | 74%[activator] | 5% | 1%
COc1ccc(OC)c(/C=C/C(=O)c2ccc3c(c2)OCCO3)c1 | -100* | -4% | ? | -2% | -37% | -4% | -9%
COC(=O)CN1C(=O)C2(OCCCO2)c2ccccc21 | -12 | -1% | ? | 3% | -17% | 5% | -2%

2 of the compounds above, with each value named.
COC(=O)c1cc(C(=O)Nn2cnnc2)cc([N+](=O)[O-])c1
  HCMV inh = 100	TbPYK inhibitor = 3%	AmpC inh detg = -8%	Sm TGR inh = -17%	AmpC no deterg = -32%	AMA1-RON2 inh = -8%	LmPK inh = -4%
C[C@]12CC[C@H](O)CC1=CCC1C2CC[C@@]2(C)C1CCC21OCCO1 (stereo partly specified)
  HCMV inh = 15	TbPYK inhibitor = 1%	AmpC inh detg = .	Sm TGR inh = .	AmpC no deterg = -9%	AMA1-RON2 inh = -1%	LmPK inh = .

Next entries.
SMILES | HCMV inh | TbPYK inhibitor | AmpC inh detg | Sm TGR inh | AmpC no deterg | AMA1-RON2 inh | LmPK inh
O=C(OCC(=O)N1CCc2ccccc21)c1ccc[nH]c1=O | 16 | 0% | -16% | 0% | -13% | -33% | 2%
CS(=O)(=O)N1CCCCC1c1cc(C(=O)NCc2ccc(F)cc2)no1 (stereo unspecified) | 95 | -1% | . | . | . | -5% | .
CCC(=NCc1cc(OC)cc(OC)c1)c1c(O)n(C2CCCCC2)c(=O)[nH]c1=O | 13 | -1% | -1% | 18% | -8% | -20% | 3%
Fc1ccc(-c2nc(-c3cccs3)c(-c3cccs3)[nH]2)cc1 | -25 | 3% | -1% | -2% | . | . | .
c1ccc(-c2ncnc3ccccc23)cc1 | 12 | 0% | . | . | . | 0% | .
CCOC(=O)[C@H](CCc1ccccc1)N[C@@H](C)C(=O)N1[C@H](C(=O)O)C[C@@H]2CCC[C@@H]21 | 9 | 2% | . | . | . | -3% | .
CC(C)Oc1cccc(C(=O)C2CCCN(Cc3ccon3)C2)c1 (stereo unspecified) | 15 | -2% | 0% | 1% | 43% | -1% | -9%
COc1ccccc1C(=O)COC(=O)c1cc([N+](=O)[O-])ccc1N1CCOCC1 | -12 | -9% | ? | 1% | 19% | -13% | .
Cc1nn(C)cc1S(=O)(=O)N1CCN(c2ccc(F)cc2)CC1 | -13 | 2% | 2% | 0% | 8% | -9% | -8%
N/C(Cc1ccc([N+](=O)[O-])cc1)=N\OC(=O)c1ccc([N+](=O)[O-])cc1 | -7 | -10% | 2% | -17% | -22% | 1% | 0%
CC(Cc1c[nH]c2ccccc12)NC(=O)OCCCl (stereo unspecified) | ? | 4% | 2% | -10% | -6% | -7% | -2%
Cc1cccc(/N=C/c2sc3ccccc3c2O)n1 | 0 | -16% | 0% | -1% | -35% | -6% | ?
COc1ccccc1-n1nnnc1SCC(=O)NC1CCCCC1 | -18 | -10% | -7% | -10% | -2% | 17% | -5%
O=C(CN1CCN(S(=O)(=O)c2ccc(Br)cc2)CC1)c1ccc(O)c(O)c1 | -30 | ? | -1% | 14µM* | -27% | 12% | 1%
COc1ccc(/C=C/C=N/NC(=O)COc2ccc(OC)cc2)cc1 | -1 | 2% | -12% | -10% | -30% | 36%[activator] | 2%
